Assay outcomes: PubChem, several laboratories
procasp3 activ = activators of human procaspase-3 | AID 463141 | activation, % at 8.5 µM | 330,000 tested, 0.11% active | recombinant procaspase-3 D3A, Ac-DEVD-pNA absorbance 405 nm;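 active means activation above the mean of all tested compounds plus 3 SD, cut at about 21% in these data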;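 further: 0% = DMSO alone and 100% = DMSO wells spiked with extra 5 µM PC-3 D3A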
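assay system = Procaspase-3 D3A mutant | signal = absorbance at 405 nm, 0 and 120 min | times = 1 h preincubation plus 2 h reaction at 25 °C | repeats = single replicate | read-out = % activation between DMSO and enzyme-spiked controls | medium = Zinc-free HEPES saline buffer with Triton X-100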
procasp7 counter = counter-screen for procaspase-3 activators: activators of human procaspase-7; AID 463210; recombinant procaspase-7, Ac-DEVD-pNA absorbance 405 nm; D23A/D198A/D206A triple mutant, cannot self-cleave; scale: DMSO 0, 5 µM enzyme 100; activation, % at 8.5 µM; P55210; 330,000 tested, 0.093% active;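 active means percent activation above the screen-wide mean plus 3 SD, cut at about 25% in these data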
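System: Uncleavable procaspase-7 mutant enzyme; Amount: 2 µM procaspase-7 mutant as dispensed; Schedule: 1 h compound preincubation, 2 h substrate cleavage, 25 °C; Measured by: 405 nm absorbance of p-nitroaniline; Evaluation: percent activation from buffer-corrected 0–120 min absorbance change; Control set: low DMSO alone, high DMSO plus 5 µM PC-7.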
LAP4-GFP MLPCN = yeast TOR pathway LAP4-GFP modulation | S. cerevisiae LAP4-GFP multiplex, flow cytometry GFP, 3 h; median GFP as percent of DMSO wells | GFP response vs DMSO, % at 10 µM | 320,000 tested, 0.34% active;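 active means GFP response vs DMSO above a set limit, about the screen mean plus 3 SD, cut at about 150% in these data; inconclusive means under 70 cell events counted for the yeast strain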
RPL19A-GFP yeast = modulators of TOR pathway RPL19A-GFP in S. cerevisiae | S. cerevisiae RPL19A-GFP strain, flow cytometry, 3 h; stronger effect = lower value | percent response vs DMSO, % at 10 µM | 330,000 tested, 0.3% active;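 active means percent response vs DMSO below 50%; inconclusive means fewer than 70 events counted for the yeast strain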;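 further: median channel GFP fluorescence of the barcoded RPL19A-GFP strain; ratio of sample median GFP to plate DMSO average so 100% = DMSO; lower means less RPL19A-GFP as with rapamycin TOR inhibition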
MEP2-GFP yeast = alters MEP2-GFP fluorescence in TOR pathway yeast screen; S. cerevisiae MEP2-GFP strain, flow cytometry GFP, 3 h; 100% = DMSO control level; GFP response vs DMSO, % at 10 µM; 330,000 tested, 0.51% active; AID 2016;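 active means GFP response versus DMSO above a set limit, roughly screen mean plus 3 SD, cut at about 180% in these data; inconclusive means fewer than 70 cells counted for a yeast strain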;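 further: median GFP fluorescence of the barcode-gated MEP2-GFP cells per well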
AHR act = activates the human aryl hydrocarbon receptor | P35869 | AHR-responsive luciferase reporter cells, luminescence | activation, % at 5 µM | 320,000 tested, 2.5% active | AID 2796; in the data active means activation above about 47%;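 further: 0% = vehicle wells and 100% = reference agonist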
ZTA DNA inh = ZTA (EBV) inhibition in EBNA-1 counter-screen. P03206. ZTA-DNA binding, fluorescence polarization. inhibition, % at 11 µM. 320,000 tested, 0.15% active; in the data active means inhibition above about 33%
EBNA-1 inh = blocks EBNA-1 binding to DNA. EBNA-1 DNA binding, fluorescence polarization. inhibition, % at 14.8 µM. 300,000 tested, 0.34% active. AID 1950; in the data active means inhibition above about 28%
* hit, by the source's call; ? = inconclusive; / = not tested or not shown; [ ] = another dose, or the depositor's remark.

SMILES | procasp3 activ | procasp7 counter | LAP4-GFP MLPCN | RPL19A-GFP yeast | MEP2-GFP yeast | AHR act | ZTA DNA inh | EBNA-1 inh
O=C(NC1CCCc2ccccc21)C1CCN(S(=O)(=O)c2cccc3nsnc23)CC1 (stereo not given) | 7 | -6 | 98 | 94 | 103 | 0 | -8 | 14
CCOC(=O)/C(C#N)=C\c1cc(OC)c(OC)cc1[N+](=O)[O-] | -7 | -19 | 105 | 99 | 106 | 1 | 13 | 5
CCn1c(N2CCN(C(=S)NCCc3ccccc3)CC2)nc2ccccc21 | -1 | 9 | 96 | 96 | 98 | -4 | -4 | 2
CC(C)(C)n1cnc2cc(NCc3cccs3)ccc21 | 0 | 4 | 109 | 94 | 104 | 19 | 7 | -1
Cc1n[nH]c(=O)c2c(NC(=O)CSc3nn(-c4ccccc4)c(=S)s3)oc(C)c12 | -12 | -12 | 101 | 99 | 99 | 35 | 1 | 0
CCOC(=O)C1CCN(C(=O)CC2C(=O)N(Cc3ccccc3)C(C)c3nc4ccccc4n32)CC1 (stereo not given) | -4 | -5 | 108 | 107 | 111 | 2 | -11 | -2
Cc1ccc(S(=O)(=O)NCC(=O)OCC(=O)Nc2ncc(Cl)cc2Cl)cc1 | 5 | -3 | 94 | 96 | 94 | 4 | -1 | -8
O=C(CN1CC(c2ccccc2)CC1=O)N/N=C/c1cc(Br)ccc1O (stereo not given) | -18 | 2 | 94 | 108 | 104 | 6 | -7 | 9
O=C1Nc2c(ccc(Cl)c2Cl)C(=O)C1(F)c1ccccc1 (stereo not given) | 1 | -1 | 131 | 97 | 94 | 92* | 3 | 12
CC(NS(=O)(=O)c1ccccc1)C(N)=O (stereo not given) | 8 | 20 | 98 | 101 | 94 | 2 | 0 | 14
Cc1cc(C)n(Cc2ccc(Cl)cc2Cl)c(=O)c1S(=O)(=O)c1ccccc1 | 1 | 4 | 101 | 101 | 97 | 4 | -11 | 1
COc1ccc(N2CCN(C(=O)COc3cccc4ccccc34)CC2)cc1 | 4 | -10 | 96 | 92 | 89 | 0 | 2 | -1
CC(C)=C1C2CCC1C1C(=O)N(c3nc(-c4ccccc4)c(C)s3)C(=O)C21 (stereo not given) | 0 | -1 | 89 | 98 | 102 | 18 | -2 | 7
O=C(CCC(=O)OCC(=O)c1ccc(-c2ccccc2)cc1)Nc1cccc2cccnc12 | 7 | -12 | 98 | 98 | 94 | 16 | -7 | -4
ClC(/C=N/n1cnnc1)=C/c1ccccc1 | 4 | 4 | 106 | 96 | 105 | 0 | 3 | -7
NNC(=O)c1oc2nc(-c3ccccc3)cc(-c3ccccc3)c2c1N | -24 | -15 | 109 | 100 | 126 | 30 | -7 | -17
COc1ccc(N(CC(=O)N2CCN(Cc3ccccc3)CC2)S(C)(=O)=O)cc1Cl | 7 | 4 | 95 | 97 | 102 | -1 | -5 | 3
COC(=O)Cn1c(C(=O)N2CCCC2)cc2c1C[C@H]1CN(C(=O)c3ccccc3)[C@@](Cc3ccc(F)cc3)(C(=O)OC)[C@@H]21 | 9 | -5 | 107 | 99 | 92 | -4 | 4 | -12
N#CC(C(=O)Nc1ccccc1)=C1Nc2ccccc2N1 | 2 | -4 | 103 | 95 | 101 | 78* | -17 | -4
OCCNCc1cccc2ccccc12 | -3 | 14 | 105 | 95 | 100 | 0 | -9 | 1
CC(=O)c1ccc(NC(=O)CSc2nccn2CCc2ccccc2)cc1 | -2 | -4 | 93 | 97 | 103 | 9 | -2 | -9
Cc1ccc(C(=O)NCCc2ccc(S(N)(=O)=O)cc2)o1 | 0 | -2 | 93 | 93 | 97 | -3 | 4 | -4
CCOc1ccc(NC(=O)CSc2n[nH]c(N)n2)c([N+](=O)[O-])c1 | 8 | 4 | 81 | 102 | 103 | 5 | -19 | 0
O=C(NCc1cccs1)c1cnn2cccnc12 | 6 | 2 | 99 | 97 | 101 | 2 | -11 | 0
COC(=O)C1=C(O)/C(=C\c2ccc(CNS(=O)(=O)c3ccccc3)o2)N=C1C | -21 | -9 | 93 | 98 | 104 | 5 | -1 | 3
COc1ccc(S(=O)(=O)Nc2ccccc2-c2nnn(CC(=O)Nc3ccccc3OC)n2)cc1 | 1 | 9 | 104 | 103 | 101 | 6 | 8 | 8
Cc1cc(C)c2nc(NC(=O)c3ccc4c(c3)OCO4)sc2c1 | -1 | 9 | 94 | 98 | 100 | 1 | 1 | 7
COC(=O)CCC(=O)Nc1ccc(NC(C)=O)cc1 | 3 | 4 | 99 | 97 | 98 | 1 | 7 | -16
COC(=O)c1cc2nc(-c3ccccc3)cc(C)n2n1 | 4 | -3 | 109 | 102 | 98 | -4 | 10 | 2
O=C(Cn1ncc(Cl)c(Cl)c1=O)N1CCOCC1 | 4 | -2 | 97 | 88 | 92 | 2 | 1 | -9
O=C(CCCc1ccccc1)Nc1cccc(C(=O)O)c1 | -5 | 0 | 117 | 119 | 115 | -12 | 4 | -21
COc1ccc(NC(=S)NC(NC(=O)c2ccc(Cl)cc2Cl)C(Cl)(Cl)Cl)c([N+](=O)[O-])c1 (stereo not given) | 1 | 8 | 94 | 96 | 95 | 0 | 8 | -1
CS(=O)(=O)N(CC(=O)Nc1cccc([N+](=O)[O-])c1)c1cccc(F)c1 | -2 | 3 | 101 | 96 | 107 | 2 | 2 | 0
CC1CC(C)CN(CCCNC(=O)c2c(O)nc3ccccn3c2=O)C1 (stereo not given) | 6 | 6 | 107 | 100 | 98 | -1 | 2 | 2
Cc1ccc(S(=O)(=O)NCC(=O)OCC(=O)NCc2ccc(F)cc2)cc1 | 1 | -2 | 110 | 97 | 96 | -3 | 1 | 2
CC(C[N+](C)(C)C)OC(N)=O (stereo not given) | 9 | 2 | 112 | 90 | 93 | -1 | 22 | 13
CC(C)NC(=O)Cn1c(SCC(=O)N2CCc3ccccc3C2)nc2ccccc21 | 0 | 0 | 103 | 101 | 104 | 5 | 10 | 15
COc1ccc(S(=O)(=O)Nc2ccc(S(=O)(=O)N(C)C)cc2)cc1[N+](=O)[O-] | 0 | 16 | 126 | 95 | 112 | 2 | 12 | -11
O=S(=O)(NCCN1CCOCC1)c1ccc(Cl)c(Cl)c1 | 0 | -1 | 102 | 103 | 116 | 1 | 9 | 7
COc1ccc(-c2nc(N3CCC(C)CC3)[nH]c(=O)c2C#N)cc1 | -2 | -11 | 104 | 106 | 107 | 10 | -1 | 0
O=C(NCC1CCCO1)c1ccc(NC(=O)c2cccc(Cl)c2)cc1 (stereo not given) | -1 | 9 | 104 | 95 | 97 | 10 | 2 | 0
Cc1cc(C)n2nc(C(=O)N(C)C(c3ccccc3)c3ccccc3)nc2n1 | 5 | -3 | 99 | 99 | 97 | 4 | -12 | -2
CCOC(=O)c1ccc(N2CCN(c3cc(C)ccc3C)CC2)c(N)c1 | -6 | 4 | 105[may fluoresce violet] | 106[may fluoresce violet] | 107[may fluoresce violet] | -1 | -12 | -5
O=C(OCCCN=C1NS(=O)(=O)c2ccccc21)C1CC(=O)N(c2ccc(Cl)cc2)C1 (stereo not given) | -2 | 7 | 92 | 94 | 94 | 8 | -3 | 0
COc1ccc(N2CCN(C(=O)CN3C(=O)NC4(CCCCC4C)C3=O)CC2)cc1 (stereo not given) | 13 | 3 | 102 | 99 | 106 | -1 | / | /
COc1ccc(/C(C)=N\NC(=O)CSc2nnc(C)s2)cc1 | 5 | 0 | 97 | 106 | 108 | 37 | 11 | -1
CC(=O)N=c1sccn1CC(=O)c1ccc([N+](=O)[O-])cc1 | 0 | -5 | ? | ? | ? | -3 | -11 | -6
N/C(=N\OC(=O)c1ccccc1)c1cccnc1 | 2 | 3 | 104 | 103 | 109 | 28 | 3 | -4
CN1CCN(c2ccc(NC(=O)c3ccc4c(c3)OCO4)cc2)CC1 | -6 | -2 | 108 | 106 | 107 | 19 | 7 | -4
COc1ccc(OC)c(C2/C(=C(/O)c3ccc(C)cc3)C(=O)C(=O)N2Cc2ccco2)c1 (stereo not given) | -4 | -19 | 96 | 92 | 98 | -1 | 0 | 10
Later entries:
SMILES | procasp3 activ | procasp7 counter | LAP4-GFP MLPCN | RPL19A-GFP yeast | MEP2-GFP yeast | AHR act | ZTA DNA inh | EBNA-1 inh
Cc1cc([N+](=O)[O-])nn1CC(=O)NCc1cccs1 | -1 | 8 | 95 | 99 | 101 | 2 | 2 | -11
NC(=O)c1nsc(C(=O)N(c2cccc(F)c2)C(C(=O)NCc2ccccc2)c2ccc(O)cc2)c1N (stereo not given) | -4 | 3 | 103 | 105 | 104 | 17 | -12 | -7
CSCc1cccc(C(=O)OC(C)C(=O)Nc2c(C)n(C)n(-c3ccccc3)c2=O)c1 (stereo not given) | -2 | -7 | 89 | 102 | 92 | 1 | 2 | /
CCCCOC(=O)c1ccc(N=Nc2c(C)c(C#N)c(O)[nH]c2=O)cc1 | 5 | 7 | 98 | 94 | 95 | 1 | 1 | 0
N/C(Cc1ccc(Cl)cc1Cl)=N\OC(=O)c1ccccc1F | -6 | 9 | 144 | 88 | 135 | 7 | 0 | -7
COc1ccc(NC2CCCN(C(=O)c3ccc4[nH]c(C)c(C)c4c3)C2)cc1 (stereo not given) | -9 | 6 | 93 | 98 | 101 | 6 | 9 | 8
Cc1nonc1NC(=O)CSc1cn[nH]n1 | 3 | 2 | 92 | 107 | 100 | -3 | 0 | 0
Cc1nonc1NC(=O)OCCN1CCOC1=O | 0 | 4 | 92 | 93 | 94 | 0 | 16 | 6
N#CCCN(Cc1cccnc1)S(=O)(=O)c1ccc(S(=O)(=O)NC2CCCCC2)cc1 | -6 | 4 | 95 | 97 | 99 | -1 | 0 | 1
N#Cc1c(NC(=O)CSc2nc(N)cc(=O)[nH]2)sc2c1CCCC2 | 7 | 11 | 106 | 97 | 97 | 0 | -4 | 1

Compound profiles, as listed above:
Shown for N#CCCN(Cc1cccnc1)S(=O)(=O)c1ccc(S(=O)(=O)NC2CCCCC2)cc1 : procasp3 activ = -6; procasp7 counter = 4; LAP4-GFP MLPCN = 95; RPL19A-GFP yeast = 97; MEP2-GFP yeast = 99; AHR act = -1; ZTA DNA inh = 0; EBNA-1 inh = 1
Shown for N/C(Cc1ccc(Cl)cc1Cl)=N\OC(=O)c1ccccc1F : procasp3 activ = -6; procasp7 counter = 9; LAP4-GFP MLPCN = 144; RPL19A-GFP yeast = 88; MEP2-GFP yeast = 135; AHR act = 7; ZTA DNA inh = 0; EBNA-1 inh = -7
Shown for COc1ccc(NC2CCCN(C(=O)c3ccc4[nH]c(C)c(C)c4c3)C2)cc1 (stereo not given) : procasp3 activ = -9; procasp7 counter = 6; LAP4-GFP MLPCN = 93; RPL19A-GFP yeast = 98; MEP2-GFP yeast = 101; AHR act = 6; ZTA DNA inh = 9; EBNA-1 inh = 8

New compounds follow.
SMILES | procasp3 activ | procasp7 counter | LAP4-GFP MLPCN | RPL19A-GFP yeast | MEP2-GFP yeast | AHR act | ZTA DNA inh | EBNA-1 inh
CCCCOCCCNC(=O)COc1ccccc1 | 2 | 0 | 99 | 99 | 104 | 0 | -7 | -1
O=C(Cc1ccccc1)Nc1ccc(NC(=O)c2cccnc2)cc1 | -4 | 6 | 96 | 101 | 106 | 4 | -5 | 3
COc1ccc(NC(=O)COc2ccc(C(=O)c3ccc(F)cc3)cc2)cc1S(N)(=O)=O | 6 | 3 | 112 | 99 | 99 | -4 | 4 | 5
CCCc1nc(S(=O)(=O)Cc2ccc(Cl)cc2Cl)n[nH]1 | -3 | 10 | 103 | 95 | 103 | -4 | 8 | 7
C/C(CC(=O)Nc1ccc2c(c1)OCCO2)=N\NC(=O)Cc1ccc(Cl)cc1 | 1 | -8 | 96 | 95 | 82 | 0 | 12 | 3
Cc1nc(-c2ccc(NC(=O)c3ccccc3C)cc2)cs1 | -1 | 9 | 98 | 96 | 99 | -4 | -10 | -9
